S1P4 ag = activates the human S1P4 receptor | O95977 | S1P4-expressing cell line, agonist reporter assay | activation, % at 4.98 µM | actives 0.35% (n = 220,000) | AID 1509; in the data active = activation above about 11%;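 note: 0% = DMSO vehicle and 100% = reference agonist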
NPY Y1 blocker = NPY-Y1 (human) receptor antagonism | P25929 | HEK293-CNG Y1 cells, membrane potential fluorescence; NPY at EC95, then isoproterenol | inhibition, % at 3.6 µM | actives 1% (n = 200,000);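 active = inhibition above the campaign mean inhibition of all tested compounds plus 3 SD, cut at about 20% in these data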;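 note: 0% = DMSO wells given NPY plus isoproterenol and 100% = isoproterenol alone without NPY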
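Assay system: HEK293 cells with Y1 receptor plus CNG channel | Probe or stimulus: NPY (25 nM), isoproterenol (1 µM), Ro 20-1724 (25 µM) | Timing: Compound incubation 1 h at room temperature, readout 45 min post-stimulation | Measured by: Membrane-potential fluorescent dye readout | Benchmarks: High control isoproterenol alone, low control NPY with isoproterenol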
NPY1 pot ag = potentiates or activates human NPY-Y1 receptor. P25929. NPY-Y1 expressing cells, potentiator/agonist activation. activation, % at 3.6 µM. actives 0.37% (n = 220,000); in the data active = activation above about 33%, passing the limit was not always enough;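 note: cells stimulated with NPY at EC10 then isoproterenol at EC100; 0% = low agonist plus stimulus and 100% = saturating agonist plus stimulus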
CHOP inh = CHOP inhibition in unfolded protein response; inhibition, % at 10 µM; actives 3.8% (n = 220,000); CHO-K1 CHOP-promoter luciferase, tunicamycin-induced, 15-18 h;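 active = compounds that reduced the stress-induced luciferase reporter signal by more than about 70% of percent inhibition, limit read from the data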;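 note: 0% = tunicamycin plus vehicle and 100% = wells without tunicamycin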
zfTRPN1 agonist = activates the zebrafish TRPN1 channel. activation, % at 3 µM. HEK293 zebrafish TRPN1-YFP, Fluo-8 calcium fluorescence; 100% = response to 87 µM carbachol. AID 1424. actives 0.18% (n = 220,000);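 active = activation above its plate's cutoff, the mean activation of test wells on that plate plus 3 SD, cut at about 19% in these data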;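 note: 0% = DMSO alone and 100% = 87 µM carbachol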
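Material: zebrafish TRPN1-YFP in HEK293 cells; Doses: single test compound dose, 3 µM nominal, 0.3% DMSO; Timing: dye loading 1 h at 37 °C, then 30 min room temperature; Technique: intracellular calcium fluorescence with Fluo-8; Benchmarks: high carbachol 87 µM, low DMSO alone.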
EP2 modulator = modulators of human EP2 prostaglandin E2 receptor; EP2-expressing cells, cAMP HTRF FRET, PGE2 co-stimulation; induction, % at 25 µM; actives 0.83% (n = 260,000); AID 940;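 active = compounds whose cAMP rise, as percent of the full-agonist control response, exceeds 60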;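 note: rat C6 glioma line stably carrying human EP2 under a CMV promoter; the protocol text gives 20 µM as final concentration; 100% = response of wells given 1 µM PGE2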
Target sequence (P43116 whole entry, looked up): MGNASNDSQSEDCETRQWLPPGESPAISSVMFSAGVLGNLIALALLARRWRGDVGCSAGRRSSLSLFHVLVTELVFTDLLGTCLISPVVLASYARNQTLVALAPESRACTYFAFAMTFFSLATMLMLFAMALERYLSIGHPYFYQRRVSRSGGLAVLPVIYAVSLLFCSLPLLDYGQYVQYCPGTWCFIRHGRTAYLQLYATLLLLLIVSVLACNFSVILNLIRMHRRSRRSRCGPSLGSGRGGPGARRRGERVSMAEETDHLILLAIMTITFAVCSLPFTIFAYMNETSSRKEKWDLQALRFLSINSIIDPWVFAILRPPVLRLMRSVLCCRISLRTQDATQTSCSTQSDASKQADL
TRPML3 ag = activates the human TRPML3 channel | actives 0.29% (n = 220,000) | Q8TDD5 | HEK293 TRPML3-YFP, Fluo-8 calcium fluorescence; 100% = the carbachol control signal | activation, % at 3 µM;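 active = activation above its plate's cutoff, the mean activation of the plate's test wells plus 3 SD, cut at about 12% in these data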;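 note: 0% = DMSO only wells and 100% = carbachol wells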
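Material: HEK293 cells stably carrying human TRPML3-YFP; compound dosing: single dose, 3 µM final nominal compound, 0.3% DMSO final; incubation: 1-h 37 °C dye load, 5-s basal, 120-s post-compound reads; technique: Fluo-8 intracellular calcium fluorescence, excitation 470-495 nm, emission 515-575 nm; read-out basis: percent activation from peak-to-basal fluorescence ratio, scaled between DMSO and carbachol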
NPY-Y2 PAM-ag = human NPY-Y2 potentiation or agonism, primary screen | P49146 | cells expressing NPY-Y2, potentiator/agonist read-out | activation, % at 3.6 µM | actives 0.45% (n = 220,000) | AID 1359; in the data active = activation above about 27%;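 note: cells stimulated with NPY near EC25 plus isoproterenol at EC100; 0% = vehicle plus submaximal agonist and 100% = vehicle plus saturating agonist; some results beyond the cut were filed as inactive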
Target sequence (P49146 whole entry, looked up): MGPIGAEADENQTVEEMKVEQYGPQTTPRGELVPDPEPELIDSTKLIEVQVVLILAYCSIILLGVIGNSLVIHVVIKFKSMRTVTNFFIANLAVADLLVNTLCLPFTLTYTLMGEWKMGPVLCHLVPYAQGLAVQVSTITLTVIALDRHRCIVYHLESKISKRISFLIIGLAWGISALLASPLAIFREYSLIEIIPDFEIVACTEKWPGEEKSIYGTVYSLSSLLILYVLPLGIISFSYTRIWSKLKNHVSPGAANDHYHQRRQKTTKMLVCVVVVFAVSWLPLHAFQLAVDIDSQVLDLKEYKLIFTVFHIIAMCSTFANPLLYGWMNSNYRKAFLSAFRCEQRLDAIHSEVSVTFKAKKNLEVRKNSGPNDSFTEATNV
S1P4 antag = human S1P4 receptor antagonism. O95977. S1P4-expressing cells, antagonist mode, reporter read-out. inhibition, % at 4.98 µM. actives 0.26% (n = 220,000). AID 1510; in the data active = inhibition above about 29%;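 note: 0% = wells stimulated with agonist and 100% = vehicle wells without agonist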
The depositor's hits bear a star; · = not tested or not shown; & = joins results of further samples.

SMILES	S1P4 ag	NPY Y1 blocker	NPY1 pot ag	CHOP inh	zfTRPN1 agonist	EP2 modulator	TRPML3 ag	NPY-Y2 PAM-ag	S1P4 antag
COc1ccccc1/C=C/C(=O)Nc1ccc(N2CCOCC2)cc1	2.2	0	23	3	1.0	-33	0.6	4	-20
COC(=O)c1cc(NC(=O)c2cccc(F)c2)cc(C(=O)OC)c1	0.3	5	3	3	-0.8	6	0.7	1	-11
CN(C)c1ccc(-c2nc3ccccn3c2/N=C/c2ccc(Br)cc2)cc1	1.0	8	2	98*	0.6	39	0.8	14	-12
CC1CN(Cc2ccccc2)c2ccccc2NC1=S (configuration not stated)	6.0	3	5	36	-1.7	38	-1.2	-8	-7
COc1ccc(-c2cc(-c3cccs3)nc(OC)c2C#N)cc1OC	-0.6	4	1	11	0.3	25	0.3	-7	-19
CC1(C)Cc2nc3sc4c(SCC(=O)O)ncnc4c3cc2CO1	0.7	·	3	36	2.7	-1	1.1	12	2
Cc1ccc(C(=O)OCC(=O)Nc2c(Cl)cc(S(N)(=O)=O)cc2Cl)o1	-0.4	·	14	19	0.9	-2	0.2	-12	-7
O=C(c1nc2ccccn2c1CNCCCn1nnc2ccccc21)N1CCOCC1	0.1	2	-9	-1	0.4	-3	-0.1	-9	-4
CC(=O)Nc1ccc(S(=O)(=O)N(CC(=O)Nc2cc(C)on2)Cc2ccc(F)cc2)cc1	1.4	·	8	8	1.3	-11	0.0	-7	0
CC(=O)Nc1ccc(NC(=O)CCC(=O)NCCO)cc1	2.5	1	-10	3	0.6	14	0.7	14	-10
O=C(Nc1ccc2c(c1)OCO2)c1ccc(=O)[nH]n1	0.8	·	2	-26	1.3	-39	0.3	-22	-11
N#C/C=C(/N)N1CCN(c2ccc(Cl)c(Cl)c2)CC1	-0.4	4	-8	80*	0.9	-21	1.2	7	-15
CCn1c(SCC(=O)c2ccc(Cl)cc2)nnc1C(C)C	0.4	8	1	-37	0.7	22	0.1	-13	-4
COc1ccc(C(=O)N2CCN(Cc3ccc4c(c3)OCO4)CC2)cc1[N+](=O)[O-]	-0.6	2	10	-4	5.7	-10	3.9	0	17
COc1cc(C(c2nnnn2C(C)(C)C)N2CCN(c3nc4ccccc4s3)CC2)ccc1O (configuration not stated)	-3.1	0	15	-83	1.4	-32	-0.2	-6	7
C/C(Cl)=C/Cn1c(SCCN2CCOCC2)nc2c1c(=O)[nH]c(=O)n2C	0.0	-3	-15	-6	0.6	4	-0.2	-5	-22
CC1(C)CC(=O)C2=C(C1)N(c1ncn[nH]1)C(N)=C(C#N)C2c1ccccc1 (configuration not stated)	2.6	-1	6	10	-1.1	23	0.5	-4	-23
CC(C)[C@H](NC(N)=O)C(=O)Nc1ccc2c(c1)CCC2	2.0	-5	0	-20	2.3	-12	0.6	0	-9
COc1ccc(C(=O)OCC(=O)Nc2ccc([N+](=O)[O-])cc2OC)c(O)c1	2.2	0	0	8	0.7	11	1.1	4	0
O=C(Nn1c(Cc2ccccc2)nc2ccccc2c1=O)c1c(O)c2cccc3c2n(c1=O)CCC3	-1.4	-2	-1	39	-0.9	12	0.6	11	-10
C=CCn1c(COc2ccccc2)nnc1SCC(=O)Nc1ccc(S(N)(=O)=O)cc1	-2.0	-1	-13	-20	0.4	-6	-0.4	-5	-2
O=C1CC(c2cccnc2)c2cc3c(cc2N1)OCCO3 (configuration not stated)	-1.0	4	-5	24	0.1	21	0.2	-14	3
CC(C)C(NC(=O)C1CCCCC1)C(=O)Nc1ccc2c(c1)OCCO2 (configuration not stated)	0.2	-2	2	-2	0.2	-9	0.0	11	7
O=C(Cn1cnc([N+](=O)[O-])c1)NCc1ccc(F)cc1	1.4	5	12	-5	0.6	0&22	0.8	-4	-11
CN1CCN(C(=O)c2cc(Cl)cc(Cl)c2NC(=O)c2ccco2)CC1	1.7	0	6	1	-1.3	-6	-0.3	17	0
Cc1nc2ccc(NC(=S)N3CCCC3)cc2nc1C	-0.8	0	0	8	-1.1	-10	0.2	4	-1
O=C(Cn1c(-c2cncs2)nc2ccccc21)NCCc1ccccc1	-1.1	4	-7	-16	0.6	2	-0.7	7	-6
O=C(Nc1ccccc1)N(C1=NCCC1)c1ccccc1	-0.5	·	-1	12	-1.1	-36	0.1	-16	11
Fc1ccc(Cn2c(SCc3ccc(F)c(C(F)(F)F)c3)nnc2C(F)(F)F)cc1	0.8	10	-10	31	0.5	4	0.0	-4	-1
CC(C)Cn1c(SCC(=O)c2c(N)n(C)c(=O)n(C)c2=O)nc2ccccc21	0.4	-1	-10	23	-0.1	-2	0.2	-3	-15
CCOC(=O)c1ccc(NC(=O)CSc2nc3c(c(=O)n2C)SC(C)C3)cc1 (configuration not stated)	-2.5	4	3	16	0.5	-9	-0.6	8	-3
CC(=O)c1ccc(OCCN2CCOCC2)cc1	0.1	3	-6	21	0.6	12	1.1	-14	5
CCOC(=O)c1nnc(-c2ccc(C)cc2)nc1Sc1ccccc1Cl	-4.3	3	-1	54	-1.1	33	0.3	-4	-8
COc1ccc(S(=O)(=O)N(C)CC(=O)Nc2ccccc2C(F)(F)F)cc1OC	-2.9	0	-1	14	-0.8	3	-0.4	15	-17
COc1ccc(OC)c(CNC(=O)CCc2nc(-c3cccs3)no2)c1	0.3	2	-26	-11	-1.5	7	0.5	8	-21
COc1ccc(N=C2NC(=O)/C(=C/c3ccc(O)c(OC)c3)S2)cc1	-0.1	-7	-21	45	2.3	-32	2.4	0	-27

Some of the entries above in a different format.
Each structure is followed by: S1P4 ag, NPY Y1 blocker, NPY1 pot ag, CHOP inh, zfTRPN1 agonist, EP2 modulator, TRPML3 ag, NPY-Y2 PAM-ag, S1P4 antag
N#C/C=C(/N)N1CCN(c2ccc(Cl)c(Cl)c2)CC1
 : -0.4, 4, -8, 80*, 0.9, -21, 1.2, 7, -15
CC1CN(Cc2ccccc2)c2ccccc2NC1=S (configuration not stated)
 : 6.0, 3, 5, 36, -1.7, 38, -1.2, -8, -7
COc1ccc(-c2cc(-c3cccs3)nc(OC)c2C#N)cc1OC
 : -0.6, 4, 1, 11, 0.3, 25, 0.3, -7, -19

Single records, as listed above. Screens in order: S1P4 ag, NPY Y1 blocker, NPY1 pot ag, CHOP inh, zfTRPN1 agonist, EP2 modulator, TRPML3 ag, NPY-Y2 PAM-ag, S1P4 antag
CC1(C)Cc2nc3sc4c(SCC(=O)O)ncnc4c3cc2CO1 in the list: 0.7, ·, 3, 36, 2.7, -1, 1.1, 12, 2
O=C1CC(c2cccnc2)c2cc3c(cc2N1)OCCO3 (configuration not stated) in the list: -1.0, 4, -5, 24, 0.1, 21, 0.2, -14, 3

The listing continues:
SMILES	S1P4 ag	NPY Y1 blocker	NPY1 pot ag	CHOP inh	zfTRPN1 agonist	EP2 modulator	TRPML3 ag	NPY-Y2 PAM-ag	S1P4 antag
Cn1cccc1C(C#N)c1cccc(F)c1C#N (configuration not stated)	-1.9	1	-13	7	-2.3	22	-0.8	4	12
Cc1ccc2c(CC(=O)NCc3cccs3)coc2c1	-0.1	8	14	18	-1.7	10	0.1	-13	7
N#C/C(=C(/O)COc1ccc(Cl)cc1)c1nc2ccccc2s1	-0.2	4	5	15	5.0	-36	2.1	1	-5
CCOC(=O)c1c(C2CC2)csc1NC(=O)COC(=O)c1ccc[n+]([O-])c1	0.5	2	-36	5	1.2	15	0.0	-11	-2
CCCn1c(=O)c(Br)cn(-c2ccccc2C)c1=O	1.3	·	-2	8	-0.3	14	0.6	-4	-22
CCOC(=O)N1CCC(NC(=O)COc2cc(=O)n(C)c3ccccc23)CC1	-0.7	-2	6	-1	-0.4	-3	0.3	-8	-13
CC(C)NS(=O)(=O)c1ccc(NC(=O)Cc2cccs2)cc1	-0.1	-2	-1	48	1.4	-24	0.9	3	1
CCc1c(C)nc(SCC(N)=O)c(C#N)c1C	-1.0	3	-12	21	0.8	-4	0.9	-4	-3
CCOc1ccccc1N(CC(=O)NC(C)(C)C)C(=O)Cn1nnc(-c2ccc(C)o2)n1	-0.9	0	-16	-37	0.6	-25	0.5	11	-1
Cc1ccc(NC(=O)CCn2nnc3ccccc32)c(C)c1	1.7	6	5	-9	0.0	36&3	0.6	1	-13
Cc1nc2ncnn2c(Nc2ccc3c(c2)OCO3)c1Cc1ccccc1	-0.8	8	1	25	-1.1	7	-0.6	8	4
CC(C)(C)NC(=O)CSC(=Nc1ccccc1F)NC#N	0.6	2	16	4	0.6	12	1.0	14	-4

Ordered by heavy-atom count (falling): part of the list above
SMILES	S1P4 ag	NPY Y1 blocker	NPY1 pot ag	CHOP inh	zfTRPN1 agonist	EP2 modulator	TRPML3 ag	NPY-Y2 PAM-ag	S1P4 antag
CC1(C)Cc2nc3sc4c(SCC(=O)O)ncnc4c3cc2CO1	0.7	·	3	36	2.7	-1	1.1	12	2
CC(=O)Nc1ccc(NC(=O)CCC(=O)NCCO)cc1	2.5	1	-10	3	0.6	14	0.7	14	-10
CCc1c(C)nc(SCC(N)=O)c(C#N)c1C	-1.0	3	-12	21	0.8	-4	0.9	-4	-3

(list continues)
SMILES	S1P4 ag	NPY Y1 blocker	NPY1 pot ag	CHOP inh	zfTRPN1 agonist	EP2 modulator	TRPML3 ag	NPY-Y2 PAM-ag	S1P4 antag
COc1ccc(OC)c(S(=O)(=O)N2CCNCC2)c1	1.8	·	-10	10	-2.2	0	0.7	3	-2
O=C(Cc1ccccc1)c1ccc2c(c1)OCCO2	0.6	12	4	-5	-0.5	-22&14	0.3	7	-2
Cc1cccc(C)c1-n1c(SCC(=O)N2CC(=O)Nc3ccccc32)nc2ccccc2c1=O	1.5	4	11	8	12	-3	2.5	3	-10
CCc1ccc(NC(=O)C(NS(=O)(=O)c2cccc3nsnc23)c2ccccc2)cc1 (configuration not stated)	0.7	-5	6	39	-2.1	19	-0.3	10	18
CC(C)NS(=O)(=O)c1ccc(CCC(=O)Nc2ccc3c(c2)OCO3)cc1	-0.7	1	-3	0	-0.8	7	0.0	1	-5
O=C(c1cnn2ccccc12)N1CCc2ccccc21	-4.2	0	12	12	0.9	0	0.2	-7	-12

Three entries from above, comma-delimited.
Molecule,S1P4 ag,NPY Y1 blocker,NPY1 pot ag,CHOP inh,zfTRPN1 agonist,EP2 modulator,TRPML3 ag,NPY-Y2 PAM-ag,S1P4 antag
O=C(Nc1ccccc1)N(C1=NCCC1)c1ccccc1,-0.5,·,-1,12,-1.1,-36,0.1,-16,11
Fc1ccc(Cn2c(SCc3ccc(F)c(C(F)(F)F)c3)nnc2C(F)(F)F)cc1,0.8,10,-10,31,0.5,4,0.0,-4,-1
CC(C)Cn1c(SCC(=O)c2c(N)n(C)c(=O)n(C)c2=O)nc2ccccc21,0.4,-1,-10,23,-0.1,-2,0.2,-3,-15

Bioassay records deposited in PubChem by several laboratories.
